M18AAP inhibitor: PfM18AAP enzyme inhibition | recombinant PfM18AAP, H-Glu-NHMec fluorogenic cleavage | inhibition, % at 7.35 µM | AID 1822 | actives 1.2% (n = 290,000);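 active means inhibition above the campaign mean inhibition over all tested compounds plus 3 SD, cut at about 28% in these data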;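 further: 0% = plate median of test compound wells and 100% = 2 mM ZnCl2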
MEKK2wt PB1 HTS: raises or lowers MEK5 binding to wildtype human MEKK2 PB1 domain; bead flow cytometry, Alexa488-MEK5 binding to MEKK2 WT; actives lie on both sides; AID 1531; Q9Y2U5; actives 1.1% (n = 290,000); binding response (% of control), % at 10 µM; in the data active means binding response below about 67% or above about 130%
pCIP destab: lowers stability of the mouse p/CIP coactivator protein. Q05BA5. decrease of EGFP signal, % at 10 µM. actives 0.01% (n = 290,000). F442A p/CIP-EGFP cells, EGFP fluorescence, 16 h;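 active means EGFP signal decrease of at least 30% at 10 µM or well 3 SD below plate mean, unless failing retest; inactive means the rest, including hits failing retest or dose response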; further: some compounds called inactive have numbers as strong as hits; many of its hits are not listed in these tables
NALP1 yeast inh: blocks the NALP1 inflammasome reconstituted in yeast; S. cerevisiae NALP1/ASC/caspase-1 growth, X-gal OD620, 72 h; inhibition, % at 10 µM; actives 0.61% (n = 280,000); AID 2071; in the data active means inhibition mostly above about 24%, no sharp cut-off; inactive means mostly below about 32%; further: some compounds called inactive have numbers as strong as hits
UBC9 SUMO inh: SUMOylation inhibition; P63279; HTRF SUMOylation assay, SAE1/SAE2 + UBC9, in vitro; inhibition, % at 35 µM; actives 0.36% (n = 290,000); AID 2006; in the data active means inhibition above about 50%, passing the limit was not always enough; further: strong numbers were not always called active
Target sequence (P63279 whole entry, looked up): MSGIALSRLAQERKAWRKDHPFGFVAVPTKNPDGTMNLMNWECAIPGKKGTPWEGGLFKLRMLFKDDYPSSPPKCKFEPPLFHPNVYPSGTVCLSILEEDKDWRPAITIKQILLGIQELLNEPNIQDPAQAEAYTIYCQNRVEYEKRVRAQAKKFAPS
IDE act: activators of human insulin-degrading enzyme in cells; P14735; HEK cells, FAbeta-B cleavage, fluorescence polarization; 0% vehicle, 100% cell-free pure enzyme wells; activation, % at 5.96 µM; actives 0.073% (n = 340,000); AID 493087;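 active means activation above the mean of all tested compounds plus 3 SD, set per screening campaign, cut at about 17% in these data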
MEKK2 mut-MEK5: signal of MEK5 binding to mutant human MEKK2 PB1 domain; bead flow cytometry, Alexa488-MEK5 binding to MEKK2 mutant; percent response, % at 10 µM; actives 0.35% (n = 290,000); AID 1530; in the data active means percent response above about 24%, passing the limit was not always enough; further: inactives centre near 1; some results filed as inactive read as strong as hits; reference of the scale not given here
IDE cell inh: inhibits human insulin-degrading enzyme in HEK cells. inhibition, % at 5.59 µM. actives 0.41% (n = 320,000). P14735. FAbetaB cleavage, fluorescence polarization;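 active means percent inhibition above the average of all tested compounds plus 3 SD, set per screening campaign, cut at about 16% in these data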;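 further: IDE supplied by intact live HEK cells; FP after avidin binding of uncleaved biotin substrate so inhibition keeps polarization high; 0% = DMSO wells and 100% = 60 µM reference IDE inhibitor Ii1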
MEKK3 PB1 HTS: raises or lowers MEK5 binding to the human MEKK3 PB1 domain; actives 1.4% (n = 290,000); binding response (% of control), % at 10 µM; bead-based flow cytometry, Alexa488-MEK5 binding to MEKK3; actives lie on both sides; 0 = blocked by unlabeled MEK5, 100 = vehicle; AID 1529;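 active means binding response more than 3 SD above or below the average of its plate-row segment, actives on both sides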;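 further: Alexa488 bead fluorescence after subtracting the streptavidin-only scavenger bead signal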
Target sequence (Q99759 whole entry, looked up, the tested form may be a part): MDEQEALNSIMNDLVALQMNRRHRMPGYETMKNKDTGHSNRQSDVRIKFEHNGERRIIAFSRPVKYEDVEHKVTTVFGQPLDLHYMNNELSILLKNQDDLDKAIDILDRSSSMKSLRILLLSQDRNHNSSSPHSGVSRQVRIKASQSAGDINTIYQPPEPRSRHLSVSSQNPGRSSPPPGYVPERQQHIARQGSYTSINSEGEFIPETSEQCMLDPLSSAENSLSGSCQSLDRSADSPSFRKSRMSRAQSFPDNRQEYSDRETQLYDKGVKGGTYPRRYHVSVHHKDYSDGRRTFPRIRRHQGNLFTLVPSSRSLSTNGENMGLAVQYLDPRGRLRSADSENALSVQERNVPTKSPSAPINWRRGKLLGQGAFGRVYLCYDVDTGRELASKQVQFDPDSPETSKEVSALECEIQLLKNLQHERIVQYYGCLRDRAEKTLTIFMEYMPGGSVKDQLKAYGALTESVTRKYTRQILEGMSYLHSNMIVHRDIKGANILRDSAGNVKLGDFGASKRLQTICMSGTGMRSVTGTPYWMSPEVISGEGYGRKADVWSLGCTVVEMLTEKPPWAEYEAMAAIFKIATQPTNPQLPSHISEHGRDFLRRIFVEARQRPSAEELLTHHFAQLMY
* = called active by the depositor; x = no result given; [ ] = remark or other dose. The list is partial; the hit share may differ from the screen's.

SMILES	M18AAP inhibitor	MEKK2wt PB1 HTS	pCIP destab	NALP1 yeast inh	UBC9 SUMO inh	IDE act	MEKK2 mut-MEK5	IDE cell inh	MEKK3 PB1 HTS
CCCCNC(=S)NNC(=O)c1cc(-c2cccnc2)nc2ccccc12	1	112	-8	-3	-28	-4	9	-6	105
CCOc1ccccc1-n1c(=S)sc2c(=O)n(-c3ccccc3)c(=S)[nH]c21	5	100	-1	-16	9	-6	-1	6	100
CCc1ncc(C)[nH]1	6	107	-1	0	3	x	7	4	101
O=C(c1cc(-c2ccc(Cl)cc2Cl)on1)N1CCOCC1	-4	99	-6	0	7	2	7	2	102
CC(C)(C)[C@H]1C=C(C(=O)Nc2ccccc2)O[C@@H](OCc2ccc(CO)cc2)C1	0	89	-6	12	0	1	4	1	95
CC(c1ccco1)N(C(=O)C12CC3CC(CC(C)(C3)C1)C2)c1ccccn1 (stereo not drawn)	-2	100	-1	x	12	8	2	5	99
COC(=O)c1ccc(Oc2ccc(C(F)(F)F)cn2)cc1	1	129	10	-8	-4	3	7	0	152*
CCCN1CCN(S(=O)(=O)c2ccc3c(c2)OCCO3)CC1	0	97	7	-5	-4	3	-4	-1	103
COc1ccc(C(=O)/C=C/c2cn(CC(O)CN3CCN(C)CC3)c3ccccc23)cc1OC (stereo not drawn)	5	120	-9	-10	21	-7	8	1	98
O=S1(=O)CCC(N=Nc2c(O)n(Cc3ccccc3)c3ccccc23)C1 (stereo not drawn)	8	101	-4	-10	5	1	12	1	106
CN1CCN(c2ccc(Cl)cc2NC(=O)c2nn(-c3ccccc3)c(=O)c3ccccc23)CC1	4	133	-9	5	4	0	9	x	102
NNC(=O)c1ccc(Cn2cc(Br)cn2)o1	-23	95	-3	20	0	4	-9	-2	93
O=C(CCC(=O)NCc1ccccc1)NCc1ccccc1	4	104	-19	-4	-3	2	5	8	101
CC(C)c1nc2cc(C(=O)NC(C)c3cnn(C)c3)ccc2o1 (stereo not drawn)	1	104	-8	5	9	6	4	-7	102
CC(C)(C)c1nc(CN2CCCCC2)cc(CN2CCCCC2)c1O	2	112	-5	12	28	-2	6	0	104
NS(=O)(=O)c1ccc(O)c(NC(=O)c2ccc([N+](=O)[O-])cc2)c1	-3	102	-7	-1	1	0	5	8	102
COc1ccc2oc(=O)c(C(=O)Nc3cccc(C)c3)cc2c1	-5	94	-23	8	11	5	-8	-5	100
Cc1cc2nnc(SCc3ccccc3)n2c(N)n1	0	103	-11	29	26	0	7	-3	103
O=C(CNc1cc(S(=O)(=O)N2CCOCC2)ccc1NCC1CCCO1)Nc1cccc(F)c1 (stereo not drawn)	29*	107	-4	8	-18	3	3	-3	104
O=C(CSc1nc2scc(-c3ccccc3)c2c(=O)[nH]1)NC1CCCCC1	1	98	4	12	2	x	4	0	101
COc1cccc(OC)c1C(=O)NNC(=O)c1cccnc1	3	98	8	13	14	x	-9	6	101
CN(c1ccccc1)S(=O)(=O)c1ccc(Cl)nc1	-4	94	-2	7	-1	4	-2	10	100
Cc1cc(C)c2nncn2n1	-9	61	11	x	-18	7	-4	7	73
CCOc1ccc(Cc2nc(C)c(CC(=O)N3CCOCC3)c(=O)[nH]2)cc1	0	99	-12	5	11	1	0	5	93
Cc1cc2nc3c(=O)[nH]c(=O)[nH]c3nc2c([N+](=O)[O-])c1N	32*	70	-56	11	76*	21*	-26	x	75
CCOC(=O)N1CCN(C2CCCN(C(=O)c3ccccc3SC)C2)CC1 (stereo not drawn)	-1	105	-4	5	-2	0	16	7	104
Nc1ncnc(NC2CCS(=O)(=O)C2)c1[N+](=O)[O-] (stereo not drawn)	4	96	-7	8	9	2	0	-5	98
O=C1CCC(C(=O)N2CCOCC2)CN1Cc1cccc(C(F)(F)F)c1 (stereo not drawn)	-3	106	-7	8	7	-2	8	-3	102
COc1ccc(-n2c(=O)c3ccccc3n(CC(=O)NC3CCCCC3)c2=O)cc1OC	0	82	5	10	12	6	-6	0	102
Cc1cc(C(=O)OCC(=O)N2CC(C)OC(C)C2)ccc1[N+](=O)[O-] (stereo not drawn)	-5	99	-4	-1	-3	0	-3	2	91
Cc1c(C=O)c2ccccn2c1C(=O)c1cccc([N+](=O)[O-])c1	-2	86	8	6	7	0	-10	-3	92
Clc1ccc(Cc2ccccc2)nn1	6	96	-7	12	16	5	-1	11	98
Nc1nonc1-c1nc2ccccc2n1Cc1ccc(F)cc1	-1	91	-11	-4	-12	2	-6	3	93
Nc1c(C(=O)O)sc2nc(-c3ccccc3)cc(-c3ccccc3)c12	-4	90	-7	18	37	10	-13	7	92
COc1cccc2c1OCC(CN1CCN(Cc3ccccc3)C(CCO)C1)=C2 (stereo not drawn)	-1	64	-13	0	10	3	-13	-5	71
O=C(c1ccccc1)C1CCN(CC(=O)N2CCN(c3ccccc3)CC2)CC1	-5	93	3	5	-16	3	-12	3	100
CC1(C)Cc2c(ccc3ccccc23)C(=O)N1	2	96	-9	14	4	2	2	-3	99
CC12CC3CC(C)(C1)CC(CN1CCOCC1)(C3)C2	0	100	1	17	-2	5	-3	-1	101
Cc1ccccc1C(=O)NNC(=O)C1CCCN(c2ncccn2)C1 (stereo not drawn)	7	99	1	14	-33	-2	-1	4	99
COc1ccc(OC)c(NC(=O)CSc2nnnn2-c2ccccc2F)c1	-5	99	-2	20	17	0	-1	10	101
O=C(NCc1ccco1)c1cc(-c2ccccc2)nc2ccccc12	17	112	-8	10	-1	5	18	-3	108
Cc1cc2c(=O)n(Cc3ccco3)c(SCC(=O)N3CCCc4ccccc43)nc2s1	-7	93	-1	8	3	9	-2	-4	98
CCN1CCN(Cc2c(O)ccc3c2O/C(=C\c2ccccc2)C3=O)CC1	6	103	-3	24	27	-4	-1	-2	112
Cc1ccc(N2C(=O)c3cccc4cccc(c34)C2=O)cc1	-3	97	-17	7	-9	-5	-6	-3	99
C[C@H](NC(=O)[C@@H]1Cc2ccccc2CN1)C(=O)NC[C@H]1CC[C@H](C(=O)O)CC1	-3	95	-8	20	1	3	-6	1	95
COc1ccc(C(=O)NCc2nnc(SCC(=O)c3ccccc3)n2C)cc1	2	99	-19	7	13	2	0	0	98
O=C(NC12CC3CC(CC(C3)C1)C2)c1ccccc1O	5	99	-17	14	15	0	0	0	101
CNc1nnc(CSc2nc(C)cc(C)n2)s1	6	104	-8	20	-8	5	4	3	104

Some of these compounds in order of their number in MEKK2wt PB1 HTS, descending.
| SMILES | M18AAP inhibitor | MEKK2wt PB1 HTS | pCIP destab | NALP1 yeast inh | UBC9 SUMO inh | IDE act | MEKK2 mut-MEK5 | IDE cell inh | MEKK3 PB1 HTS |
| --- | --- | --- | --- | --- | --- | --- | --- | --- | --- |
| O=C(NCc1ccco1)c1cc(-c2ccccc2)nc2ccccc12 | 17 | 112 | -8 | 10 | -1 | 5 | 18 | -3 | 108 |
| CC12CC3CC(C)(C1)CC(CN1CCOCC1)(C3)C2 | 0 | 100 | 1 | 17 | -2 | 5 | -3 | -1 | 101 |
| COc1ccc(C(=O)NCc2nnc(SCC(=O)c3ccccc3)n2C)cc1 | 2 | 99 | -19 | 7 | 13 | 2 | 0 | 0 | 98 |

New compounds follow:
SMILES	M18AAP inhibitor	MEKK2wt PB1 HTS	pCIP destab	NALP1 yeast inh	UBC9 SUMO inh	IDE act	MEKK2 mut-MEK5	IDE cell inh	MEKK3 PB1 HTS
CCOC(=O)c1c(S(=O)(=O)Nc2cccc(-c3ccno3)c2)c(C)n(C)c1C	2	101	4	33	-10	7	-4	-7	100
CCOC(=O)c1cnc2c(Cl)c(Cl)ccc2c1NCCN1CCOCC1	-1	101	-20	15	21	4	3	-3	103
Cc1cc(N2CCCC(C(=O)Nc3ccc4c(c3)CCC4)C2)n2ncnc2n1 (stereo not drawn)	2	108	-1	13	13	-6	6	0	109
CC(=O)c1cc(-c2ccccc2)n(CC(=O)N2CCC(N3CCCCC3)CC2)c1C	-4	110	-1	15	8	-2	9	x	105
NS(=O)(=O)c1ccc(CCNC(=O)c2cc(=O)[nH]c3ccccc23)cc1	6	100	-9	20	18	3	-6	-1	102
CC1C(=O)N2CCCc3cc(S(=O)(=O)N4CCN(c5ccccc5F)CC4)cc1c32 (stereo not drawn)	7	94	-7	18	x	-4	-2	9	95
CC(C)C(=O)Nc1ccc(NC(=O)c2ccccc2Cl)nc1	6	108	-6	8	29	2	12	6	108
O=C(c1ccccc1Cl)N1CCSCC1	-4	85	3	1	-4	7	-8	6	90
c1ccc2c(c1)ncn2CCn1cnc2ccccc21	0	98	-1	29	15	3	4	-3	83
Cn1c(=O)c2ccccc2n(CC(=O)N2CCCc3ccccc32)c1=O	2	100	13	7	-11	-1	-4	3	98
Oc1ccc(-c2nc3c4c(ncn3n2)-c2ccccc2CC42CCCC2)cc1	0	92	0	42	12	1	-1	-2	97
CC1CCN(Cc2c(C(=O)N/N=C/c3ccc(C(C)(C)C)cc3)nnn2-c2nonc2N)CC1	1	91	-11	-40	0	3	-11	0	100
COc1cc(/C=C2\SC(=S)N(Nc3ncc(C(F)(F)F)cc3Cl)C2=O)cc(OC)c1OC	1	61*[inhibitor]	-5	12	7	-1	-12	-1	89
O=c1[nH]c2ccccc2c(O)c1-[n+]1ccccc1	1	102	2	-33	8	-1	4	11	100
COc1cc(/C=N/NC(=O)CC23CC4CC(CC(C4)C2)C3)cc(Br)c1OCC(=O)N(C)C	2	95	-2	28	-18	5	-3	-5	97
COc1ccccc1-c1nnc(NC(=O)c2ccc(S(=O)(=O)N(C)Cc3ccccc3)cc2)o1	8	99	-2	4	0	x	1	2	95
CCOC(=O)CSc1ccc(-c2nc3ccccc3[nH]2)cn1	-2	97	4	-1	7	3	2	-1	93
CCOC(=O)c1cccc(NC(=O)CSc2nnc(C)n2Cc2ccccc2)c1	5	101	0	15	15	-2	5	0	103
COc1ccc(C(=O)C2CCCN(Cc3ccc4c(c3)OCCO4)C2)cc1F (stereo not drawn)	4	94	-4	x	10	3	-2	2	91
CCOC(=O)c1cc2c(ccn2C)n1Cc1cc(C)ccc1C	-24	105	2	4	23	1	2	2	104
CCOC(=O)Cc1csc(NC(=O)c2ccc(Cl)s2)n1	-8	108	-18	29	-8	4	2	5	103
c1nc(N2CCC3(CC2)OCCO3)c2[nH]cnc2n1	-6	103	-6	28	-5	-3	-4	-3	100
N#Cc1nc(-c2ccc(F)cc2)oc1N1CCN(C(=O)c2ccco2)CC1	1	110	-19	8	17	1	8	0	106
COc1cccc(-c2c(C(=O)N/N=C/c3ccoc3)nnn2-c2nonc2N)c1	4	102	4	4	1	1	3	3	101
O=C(NCc1ccccc1Cl)C1CCCN1C(=O)NCc1ccccc1 (stereo not drawn)	0	107	2	-5	7	0	3	2	101
CCOC(=O)C1CCN(S(=O)(=O)c2cc(C(=O)OC)n(C)c2)CC1	2	106	7	6	12	0	1	1	105
COCCCNC(=O)CCSc1ccc(Cl)cc1	-4	103	-3	9	-5	4	-2	-2	100
CC(=O)c1ccc(CCCCCCCCCC(=O)O)s1	-13	97	3	-6	16	-8	-2	-2	87
COc1cccc(N2CCN(S(=O)(=O)c3cccc4cccnc34)CC2)c1	2	96	-7	25	12	4	-3	7	101
O=C(CNc1cccc(S(=O)(=O)N2CCCCC2)c1)Nc1ccccc1F	-3	106	-2	13	-2	8	4	-2	100

Screening data: PubChem, several laboratories
